Anthrax LF inh2: blocks Bacillus anthracis lethal factor protease | inhibition, % at 10 µM | hit rate 0.12% among 360,000 | P15917 | multiplex microsphere protease cleavage assay, LF; note: plate controls were buffer without enzyme for full effect and enzyme alone for no effect
PfHsp40 yeast: restores yeast growth despite PfHsp40 toxicity | S. cerevisiae expressing PfHsp40, growth rescue, ATP luminescence | growth rescue, % at 12.5 µM | hit rate 0.68% among 340,000 | AID 504582; in the data active = growth rescue above about 28%, passing the limit was not always enough; inconclusive = no clear call, values can overlap the other calls;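 note: yeast W303a lacking pdr1 and pdr3 grown in galactose medium; growth measured after three days at 30 °C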
TcdB inh: blocks C. difficile toxin B glycohydrolase activity | hit rate 0.24% among 350,000 | inhibition, % at 9.99 µM | TcdB glycohydrolase enzymatic assay, plate reader; in the data active = inhibition above about 10%
Target sequence (P18177 whole entry, looked up): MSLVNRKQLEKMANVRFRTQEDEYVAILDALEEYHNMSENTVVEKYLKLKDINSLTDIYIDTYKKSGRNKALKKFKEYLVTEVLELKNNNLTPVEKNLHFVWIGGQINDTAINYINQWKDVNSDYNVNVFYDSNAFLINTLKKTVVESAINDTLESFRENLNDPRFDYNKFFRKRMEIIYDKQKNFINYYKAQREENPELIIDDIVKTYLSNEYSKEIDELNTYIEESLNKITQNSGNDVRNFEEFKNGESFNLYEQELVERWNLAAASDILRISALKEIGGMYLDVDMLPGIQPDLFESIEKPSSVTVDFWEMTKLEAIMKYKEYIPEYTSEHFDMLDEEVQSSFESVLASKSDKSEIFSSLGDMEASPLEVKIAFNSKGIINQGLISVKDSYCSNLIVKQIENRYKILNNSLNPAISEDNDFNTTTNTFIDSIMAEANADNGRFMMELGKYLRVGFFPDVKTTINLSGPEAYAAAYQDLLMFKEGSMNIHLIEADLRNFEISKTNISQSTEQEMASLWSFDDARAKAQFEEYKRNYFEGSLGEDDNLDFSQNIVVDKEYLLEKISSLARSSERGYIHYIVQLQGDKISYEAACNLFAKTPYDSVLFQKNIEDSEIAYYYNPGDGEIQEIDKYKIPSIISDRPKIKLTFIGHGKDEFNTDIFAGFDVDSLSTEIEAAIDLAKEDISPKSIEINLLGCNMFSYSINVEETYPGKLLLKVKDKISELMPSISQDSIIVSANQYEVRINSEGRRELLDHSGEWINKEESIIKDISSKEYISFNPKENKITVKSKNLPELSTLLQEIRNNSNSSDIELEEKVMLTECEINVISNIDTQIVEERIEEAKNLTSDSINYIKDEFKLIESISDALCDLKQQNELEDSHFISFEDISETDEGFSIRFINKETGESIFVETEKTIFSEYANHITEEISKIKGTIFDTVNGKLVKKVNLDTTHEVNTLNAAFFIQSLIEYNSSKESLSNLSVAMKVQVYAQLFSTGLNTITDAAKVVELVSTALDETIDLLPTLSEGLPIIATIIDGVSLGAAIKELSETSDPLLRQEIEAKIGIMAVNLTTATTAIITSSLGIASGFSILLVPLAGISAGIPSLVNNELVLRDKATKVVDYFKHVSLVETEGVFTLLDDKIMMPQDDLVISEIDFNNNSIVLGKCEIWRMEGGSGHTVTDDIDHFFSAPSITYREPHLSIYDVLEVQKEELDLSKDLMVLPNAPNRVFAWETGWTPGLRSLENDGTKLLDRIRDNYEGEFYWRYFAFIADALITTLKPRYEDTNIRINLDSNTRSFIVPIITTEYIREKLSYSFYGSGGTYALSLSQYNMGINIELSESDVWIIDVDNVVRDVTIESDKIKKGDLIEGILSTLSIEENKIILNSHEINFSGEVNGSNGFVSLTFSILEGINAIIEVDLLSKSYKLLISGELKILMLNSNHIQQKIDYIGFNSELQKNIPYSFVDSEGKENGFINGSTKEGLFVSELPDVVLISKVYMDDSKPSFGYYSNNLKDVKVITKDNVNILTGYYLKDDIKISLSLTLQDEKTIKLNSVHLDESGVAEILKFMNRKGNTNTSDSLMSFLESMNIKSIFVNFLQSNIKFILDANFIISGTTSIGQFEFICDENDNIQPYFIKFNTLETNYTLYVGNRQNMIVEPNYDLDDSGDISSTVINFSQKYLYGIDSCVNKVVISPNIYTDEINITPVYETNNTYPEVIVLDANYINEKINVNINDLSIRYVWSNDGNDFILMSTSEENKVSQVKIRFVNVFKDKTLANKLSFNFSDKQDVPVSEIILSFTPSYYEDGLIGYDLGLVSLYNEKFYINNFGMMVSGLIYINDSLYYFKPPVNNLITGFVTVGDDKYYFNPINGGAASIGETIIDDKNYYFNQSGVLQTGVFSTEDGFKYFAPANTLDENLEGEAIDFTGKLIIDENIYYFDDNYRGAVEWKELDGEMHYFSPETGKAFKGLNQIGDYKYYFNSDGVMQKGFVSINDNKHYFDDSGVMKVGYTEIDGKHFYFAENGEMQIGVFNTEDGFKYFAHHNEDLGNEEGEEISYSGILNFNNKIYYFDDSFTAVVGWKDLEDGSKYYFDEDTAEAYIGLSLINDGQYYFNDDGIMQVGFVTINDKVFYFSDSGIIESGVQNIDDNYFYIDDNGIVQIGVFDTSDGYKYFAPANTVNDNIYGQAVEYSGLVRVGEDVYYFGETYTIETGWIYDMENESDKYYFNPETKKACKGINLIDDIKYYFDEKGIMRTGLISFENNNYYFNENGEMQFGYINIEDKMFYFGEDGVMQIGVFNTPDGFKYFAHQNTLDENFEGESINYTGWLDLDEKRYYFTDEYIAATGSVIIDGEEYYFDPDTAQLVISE
CCHF vOTU inh: CCHFV vOTU protease inhibition | Pep-AMC fluorescence | inhibition, % at 11.5 µM | hit rate 0.55% among 370,000 | AID 651958; in the data active = inhibition above about 30%; note: 0% = vehicle wells with enzyme and 100% = no enzyme wells
BoNT A protease: blocks Botulinum neurotoxin A light chain protease | inhibition, % at 10 µM | hit rate 0.17% among 360,000 | multiplex microsphere protease substrate cleavage, flow cytometry; note: plate controls were buffer without enzyme for full effect and enzyme alone for no effect
FadD28 FP inh: blocks FadD28 binding to the bisubstrate probe; fluorescence polarization; inhibition, % at 12.5 µM; hit rate 0.22% among 360,000; AID 588549; in the data active = inhibition above about 8.5%, passing the limit was not always enough; inconclusive = no clear call, values can overlap the other calls
Yp Topo-I inh: Y. pestis Topo-I inhibition via cleavage products | activity, % at 10 µM | Y. pestis Topo-I cleavage product accumulation, plate reader | hit rate 0.064% among 360,000; in the data active = activity above about 50%, passing the limit was not always enough; inconclusive = no clear call, values can overlap the other calls; note: inactives centre near 2
PrPC surface inh: reduces human prion protein on the cell surface | P04156 | cell surface PrPC, TR-FRET read-out | inhibition, % at 13.8 µM | hit rate 0.43% among 370,000; in the data active = inhibition above about 24%; note: 0% = median of the test wells and 100% = reference compound wells
BoNT F protease: blocks Botulinum neurotoxin F light chain protease; Multiplex microsphere protease cleavage assay, flow cytometry; inhibition, % at 10 µM; hit rate 0.22% among 360,000; in the data active = inhibition above about 35%, passing the limit was not always enough; inconclusive = no clear call, values can overlap the other calls; note: plate controls were buffer without enzyme for full effect and enzyme alone for no effect
* hit, by the source's call; ? = inconclusive; / = no result given; & = joins results of further samples. Cut-off read from the data, not from the text of the source, unless noted: active = inhibition above about 30%; inconclusive = no clear call, values can overlap the other calls; inactive = below that.

SMILES | Anthrax LF inh2 | PfHsp40 yeast | TcdB inh | CCHF vOTU inh | BoNT A protease | FadD28 FP inh | Yp Topo-I inh | PrPC surface inh | BoNT F protease
COc1ccc(OCC(=O)N(C)Cc2ccccc2)cc1 | -1 | 1.2 | / | 6 | -0.6 | -2.4 | 3 | 0 | 2
COc1ccc(N2C(=O)CC(N3CC=C(c4ccccc4)CC3)C2=O)cc1 (stereo not given) | -4 | 2.0 | 2.2 | 3 | -0.1 | -0.5 | 3 | 5 | -5
Cc1cc(C)nc(OC(C(=O)O)C(OCCc2ccccc2)(c2ccc(F)cc2)c2ccc(F)cc2)n1 (stereo not given) | 2 | 1.3 | -1.2 | 14 | -1.6 | -4.2 | 23 | 0 | ?
CCOC(=O)[C@H]1[C@H]2COc3ccc(Br)cc3[C@@H]2N2C(=O)CN(Cc3ccco3)C(=O)[C@@]12C | -7 | 0.2 | -0.3 | 6 | -0.6 | -2.7 | 25 | -3 | 4
CC(O)(c1ccc(F)c(F)c1)c1nc(-c2ccoc2)cs1 (stereo not given) | -1 | / | 2.5 | -14 | -0.1 | -3.8 | -3 | -1 | -8
Cc1cnc(CNC(=O)C2(C)CCCN2CC(C)C)cn1 (stereo not given) | 1 | / | -0.4 | -5 | -0.6 | -1.3 | 8 | 2 | 3
Cn1cccc1C(=O)NC1CCCCCC1 | -5 | -1.1 | -0.1 | 5 | 0.4 | -2.2 | 6 | -3 | -1
CCc1nc2c(OCc3ccc(Cl)cc3)cccn2c1N(C)C(=O)c1ccc(C)cc1 | -4 | / | 1.0 | 1 | -0.4 | -6.1 | 27 | 3 | -4
CCCC(C)C(=O)Nc1nc(C)c(-c2csc(Nc3ccc(Cl)cc3)n2)s1 (stereo not given) | 2 | -0.7 | 0.8 | 8 | 0.7 | -2.8 | -19 | 5 | 0
Cc1ccc(CSc2nnc(SCC(=O)N/N=C/C=C/c3ccco3)s2)cc1 | 0 | 0.4 | / | -17 | 0.1 | -1.9 | 20 | -3 | -4
O=C(Cc1ccccc1F)Nc1nc(-c2cccnc2)cs1 | 1 | -0.8 | -0.3 | 6 | 0.5 | 0.2 | -4 | 4 | 0
CS(=O)(=O)c1ccc(Cl)c(NC(=O)c2cccc(N3C(=O)CCC3=O)c2)c1 | 0 | 3.2 | -2.8 | 7 | 1.9 | 0.4 | -1 | -5 | 8
CC(C)NC(=O)NC(=O)COC(=O)c1cc(S(=O)(=O)N2CCCCC2)ccc1N1CCOCC1 | 5 | 1.1 | 1.4 | 19 | 1.8 | 1.5 | 7 | 8 | 10
CN(O)C(=S)c1ccccc1 | -2 | -1.6 | 0.5 | 1 | 0.0 | -3.4 | -11 | 37* | 4
CCc1nnc(NC(=O)c2ccc(-c3ccc(C(C)=O)cc3)o2)s1 | 0 | 0.5 | 1.2 | -8 | 1.4 | -1.5 | -4 | 3 | -1

As entered above:
`CCCC(C)C(=O)Nc1nc(C)c(-c2csc(Nc3ccc(Cl)cc3)n2)s1` (stereo not given) in BoNT A protease → 0.7
`Cn1cccc1C(=O)NC1CCCCCC1` in BoNT A protease → 0.4
`CCc1nnc(NC(=O)c2ccc(-c3ccc(C(C)=O)cc3)o2)s1` in CCHF vOTU inh → -8
`Cc1cnc(CNC(=O)C2(C)CCCN2CC(C)C)cn1` (stereo not given) in Yp Topo-I inh → 8
`Cc1ccc(CSc2nnc(SCC(=O)N/N=C/C=C/c3ccco3)s2)cc1` in CCHF vOTU inh → -17

(more compounds)
SMILES | Anthrax LF inh2 | PfHsp40 yeast | TcdB inh | CCHF vOTU inh | BoNT A protease | FadD28 FP inh | Yp Topo-I inh | PrPC surface inh | BoNT F protease
Cc1nc2c(OCc3ccccc3)cccn2c1N(C)C(=O)C1CCCCC1 | -4 | / | 0.6 | -7 | 0.1 | -3.2 | 29 | 19 | -2
CS(=O)(=O)c1ccc(Cl)c(NC(=O)CCNC(=O)c2ccco2)c1 | -3 | -0.3 | 2.9 | -4 | 0.8 | -3.3 | 11 | -3 | -5
Clc1ccc(-c2cn3c(n2)SCC3)cc1 | -4 | 2.6 | 2.3 | -14 | -3.6 | -2.0 | -13 | -3 | -20
CCCCc1ccc(NC(=O)NCc2ccccn2)cc1 | / | 0.0 | 0.6 | 8 | / | -0.6 | 12 | 0 | /
Cc1noc(C)c1C(=O)N1CCCC(C(=O)c2cccc(OC(C)C)c2)C1 (stereo not given) | 1 | -0.4 | 1.4 | -5 | -0.2 | -2.3 | 2 | -1 | -1
COc1ccc(C(c2nnnn2Cc2ccccc2)N2CCN(c3ccccc3)CC2)cc1 (stereo not given) | -4 | -0.2 | / | 11 | -0.7 | -4.0 | 1 | -2 | -14
COC(=O)CSc1nnc(-c2ccncc2)o1 | 3 | 3.5 | / | -5 | ? | -1.0 | -1 | -1 | 19
O=C(CNc1cccc2ccccc12)N/N=C/C=C/c1ccco1 | -2 | -1.8 | 0.2 | -10 | -0.2 | -2.9 | -12 | -3 | 0
Cc1cc(-c2c(C)[nH]n(-c3ccc(Cl)cc3)c2=O)n[nH]1 | -1 | -1.2 | / | -7 | -0.2 | -0.9 | -2 | -2 | -6
Cc1oc(-c2ccc(Cl)cc2)nc1CN1CCCC(C(=O)N2CCOCC2)C1 (stereo not given) | -1 | 1.0 | 0.3 | 1 | 1.0 | -2.2 | 4 | -3 | -1
O=C(NCCc1ccco1)c1ccc(OCc2cn3ccccc3n2)cc1 | -1 | 1.3 | 0.7 | 7 | -0.8 | -3.8 | -3 | 6 | -7
O=C(C[C@H]1C[C@H]2c3cc(NS(=O)(=O)c4ccc(F)cc4)ccc3O[C@H]2[C@H](CO)O1)NCc1ccncc1 | -7 | / | -0.2&0.0 | 1 | 0.2 | -0.7 | -2 | -1 | 5
CCN1CCSc2ccc(C(=O)NCc3ccccc3Br)cc21 | -12 | 0.8 | -1.1 | -45 | -0.2 | 2.4 | 23 | 15 | -6
O=C(/C=C/c1ccccc1)NCCc1ccc2c(c1)OCCO2 | -2 | 3.6 | 1.8 | 3 | -0.5 | -1.0 | 8 | -2 | -6
CCOc1ccc(CCNC(=O)CS(=O)Cc2nc(-c3ccc(C)cc3)oc2C)cc1OCC (stereo not given) | / | -1.1 | -1.0 | 7 | / | 0.1 | 30 | 1 | /
CC1=NN(C(=O)c2ccc(Cn3nc(C)c([N+](=O)[O-])c3C)o2)C(O)(C(F)(F)F)C1 (stereo not given) | 0 | -0.3 | 0.2 | -8 | -0.8 | -2.0 | -5 | -4 | -4
CC(C)(C)OC(=O)N(CCc1ccccc1)Cc1cccc(OCc2cccc(NC(=O)c3ccccc3)c2)c1 | -2 | 0.0 | -7.9 | 27 | -0.1 | -0.2 | 16 | 5 | -11
COc1ccc(-c2coc3cc4oc(=O)cc(C)c4cc23)cc1F | 0 | -0.9 | / | -2 | 0.4 | -0.9 | 3 | -2 | -4
Cc1ccc(Sc2cc(C)nc(-c3ccccn3)n2)cc1 | 6 | 145* | 2.6 | -14 | 0.4 | -4.8 | 11 | 7 | ?
CC(NC(=O)c1ccccc1Cl)C1CC2CCC1C2 (stereo not given) | 2 | -0.1 | -0.6 | 11 | 0.0 | -1.2 | 7 | 0 | 15
O=c1[nH]c(=S)[nH]c(O)c1N=Nc1ccc(S(=O)(=O)N2CCc3ccccc32)cc1 | -2 | 10 | -3.8 | 26 | 0.7 | ? | -11 | 5 | -3
Cc1ccc(-n2nc3ccc(NC(=O)c4ccc5c(c4)OCO5)cc3n2)cc1 | -8 | -0.8 | / | -6 | -0.7 | -0.9 | -1 | 4 | -34
N#Cc1ccc(OCC(=O)NCCN2CCOCC2)cc1 | 11 | -1.7 | 1.2 | -7 | 1.2 | -1.6 | 0 | -1 | 10
COc1ccccc1NC(=O)COc1ccc(/C=N/NS(=O)(=O)c2ccc(C)cc2)cc1 | -5 | -0.3 | / | 12 | -0.6 | -2.0 | -5 | -1 | 2
NC(=O)[C@H]1CC2(CC(c3cccc(NC(=O)[C@H]4CCC(=O)N4)c3)=NO2)CN1C(=O)c1ccccc1 (stereo not given in full) | -2 | -2.3 | -5.6 | 8 | -1.3 | -3.5 | -10 | -8 | -24
Cc1ccc(C=NCc2ccncc2)c(O)c1 | -1 | 0.3 | / | 3 | 0.3 | -2.0 | 2 | 2 | -2
CN(C)C(=O)c1cccc(-c2cccc3nccn23)c1 | -8 | / | 1.5 | -2 | 0.1 | -3.8 | -4 | -7 | 4
CCCC(=O)Nc1cccc(-c2cn3cccnc3n2)c1 | -6 | 0.1 | -0.7 | -230 | 0.3 | -1.4 | 1 | -6 | -2
O=C1CCCC(O)=C1N=Nc1c(Cl)cc(Cl)cc1Cl | 0 | 0.8 | / | -1 | 0.2 | -0.9 | 1 | 3 | 2
Cn1c(=O)c(C(=O)N2CCc3ccccc32)cc2cccnc21 | 2 | 0.0 | -0.9 | -4 | -0.3 | -2.4 | -9 | -1 | -3
CCC(=O)N/C(=N/c1nc(C)cc(C)n1)Nc1ccc(OC)cc1 | -4 | -1.0 | -0.1 | 10 | 0.7 | -0.1 | -10 | 10 | -5
COc1ccc(N/C(=C/[N+](=O)[O-])SC)cc1 | -3 | -1.0 | -3.4 | -1 | -1.0 | 0.0 | -1 | 13 | -7
Cc1nn(-c2ccccc2)c2[nH]c(=O)c(CNCC3CCCO3)cc12 (stereo not given) | -4 | -1.1 | / | 3 | 0.1 | 0.0 | 7 | -8 | -10
COc1ccc(C2CC(=O)c3cnc(NC(=O)c4ccccc4OC)nc3C2)c(OC)c1 (stereo not given) | -4 | 1.0 | / | 7 | -1.0 | -7.0 | 17 | 1 | -2
Nc1nc(SCc2ccc([N+](=O)[O-])cc2)c2ncn(C3OC(CO)C(O)C3O)c2n1 (stereo not given) | -3 | -0.8 | 1.3 | 18 | -0.3 | -2.9 | -5 | -21 | 0
CC(C)n1cc(CN2CCN(C)C(CCO)C2)c2ccccc21 (stereo not given) | -18 | 1.5 | 0.2 | -10 | -1.1 | -2.2 | 4 | 0 | -32
COc1ccc(/C=C(\NC(=O)c2ccccc2)C(=O)N/N=C/c2cccnc2)cc1 | -4 | 0.5 | 1.0 | 5 | 0.1 | -4.1 | 0 | -6 | -1
CN(CCC1CCOCC1)C(=O)CC1C(=O)NCCN1Cc1ccccc1F (stereo not given) | 4 | 0.7 | 0.7 | -8 | 3.6 | -2.2 | 6 | -2 | 2
O=C(NNC(=S)NC1CCCCC1)c1ccc2c(c1)OCO2 | 0 | -0.1 | -6.2 | -12 | 2.9 | 0.6 | -11 | 11 | 12
Cc1cc(=O)c2c(C)ccc(C)c2[nH]1 | -8 | 0.9 | 1.0 | 6 | -0.1 | -4.9 | 7 | 1 | ?
O=C(NC(=S)Nc1ccccn1)c1cc(-c2ccccc2)nc2ccccc12 | -11 | -1.1 | / | 2 | -1.4 | 0.0 | 3 | 10 | -16
C[C@H](NC(=O)c1ccco1)C(=O)Nc1cc(S(=O)(=O)N2CCCC2)ccc1OCC(F)(F)F | 8 | 0.3 | 1.2 | -11 | -0.9 | -0.3 | 1 | -2 | 2
Cc1ccc(-n2c(C)cc(C(=O)CSc3nnc4ccccn34)c2C)cc1 | 1 | 0.0 | 3.6 | 7 | -1.2 | 0.3 | 5 | 12 | 3
N#CCSCC(=O)Nc1ccc(Cl)cc1 | -2 | 2.3 | / | -2 | 0.8 | 0.1 | -7 | 11 | -2
C/C=C/C(=O)Nc1nnc(C2CCCCC2)s1 | 4 | 2.8 | / | -3 | -0.4 | -4.0 | 3 | -1 | 1
CCC1CCCCN1CCCNC(=O)CCC(=O)N1CC(C)Oc2ccccc21 (stereo not given) | -9 | -0.8 | 0.9 | 2 | -1.5 | -0.6 | 3 | -4 | -13
COc1ccc(NC(=O)CSc2nnc(-c3ccccn3)n2-c2ccccc2)cc1OC | -5 | 0.3 | / | 0 | 5.9 | 1.1 | 4 | 9 | 6

Part of the list above in another layout.
molecule	Anthrax LF inh2	PfHsp40 yeast	TcdB inh	CCHF vOTU inh	BoNT A protease	FadD28 FP inh	Yp Topo-I inh	PrPC surface inh	BoNT F protease
O=C(NC(=S)Nc1ccccn1)c1cc(-c2ccccc2)nc2ccccc12	-11	-1.1	/	2	-1.4	0.0	3	10	-16
Nc1nc(SCc2ccc([N+](=O)[O-])cc2)c2ncn(C3OC(CO)C(O)C3O)c2n1 (stereo not given)	-3	-0.8	1.3	18	-0.3	-2.9	-5	-21	0

Source: PubChem (several laboratories)
